Screening results from PubChem.
MEX-5 binding: C. elegans MEX-5 TCR-2 RNA binding activity. Q9XUB2. MEX-5/FITC-TCR2 RNA binding, fluorescence polarization; hits give low values. activity score (negative = inhibition of binding), % at 10 µM. 0.38% of 300,000 active;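 active means inhibition past about -25% in most replicates, and total fluorescence under double the plate's negative control median, limit read from the data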;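 further: 0% = DMSO and -100% = 5 µM competing unlabeled TCR2 RNA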
GSTO1 counter: GSTO1 inhibition, counter-screen for RBBP9 inhibitors; recombinant GSTO1, activity-based probe fluorescence polarization; inhibition, % at 5.96 µM; P78417; 1.1% of 300,000 active;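 active means inhibition above the campaign mean inhibition plus 3 SD, cut at about 35% in these data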;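 further: 0% = GSTO1-1 with DMSO and 100% = wells lacking GSTO1-1 enzyme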
PAD4 FP inh: inhibitors of human PAD4 | inhibition, % at 6.36 µM | Q9UM07 | 0.41% of 330,000 active | recombinant PAD4, RCA probe fluorescence polarization | AID 485272;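 active means percent inhibition above a cutoff equal to the mean of all tested compounds plus 3 SD, cut at about 15% in these data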;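 further: 0% = PAD4 with RCA probe and DMSO and 100% = probe without PAD4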
Target sequence (Q9UM07 whole entry, looked up): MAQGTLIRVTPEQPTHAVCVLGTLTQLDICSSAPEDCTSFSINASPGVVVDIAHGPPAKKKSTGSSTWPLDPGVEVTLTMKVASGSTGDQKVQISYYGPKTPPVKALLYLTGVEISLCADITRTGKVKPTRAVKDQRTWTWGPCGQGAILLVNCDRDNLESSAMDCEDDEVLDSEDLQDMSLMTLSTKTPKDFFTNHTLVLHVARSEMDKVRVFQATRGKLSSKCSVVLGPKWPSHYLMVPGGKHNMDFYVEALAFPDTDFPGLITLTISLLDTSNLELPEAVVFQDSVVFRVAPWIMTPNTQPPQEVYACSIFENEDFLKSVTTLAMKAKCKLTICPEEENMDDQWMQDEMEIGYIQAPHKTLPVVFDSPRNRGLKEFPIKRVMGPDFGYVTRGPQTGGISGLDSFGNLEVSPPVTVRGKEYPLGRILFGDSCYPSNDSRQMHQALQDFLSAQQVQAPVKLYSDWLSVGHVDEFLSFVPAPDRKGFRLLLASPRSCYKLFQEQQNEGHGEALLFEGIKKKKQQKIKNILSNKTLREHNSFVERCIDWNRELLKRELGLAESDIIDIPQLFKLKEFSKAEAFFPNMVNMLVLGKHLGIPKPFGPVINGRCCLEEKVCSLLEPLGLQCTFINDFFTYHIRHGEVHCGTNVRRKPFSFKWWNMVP
MCL1-BIM inh: inhibitors of human MCL1 binding to BIM-BH3 peptide. Q07820. GST-MCL1 / FITC-Bim-BH3 fluorescence polarization. inhibition, % at 10.9 µM. 0.68% of 320,000 active;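 active means inhibition above the mean inhibition of all tested compounds plus 3 SD, set per campaign, cut at about 40% in these data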;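 further: 0% = DMSO wells and 100% = unlabeled Bim-BH3 peptide control; higher means more loss of mP so more displacement of Bim peptide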
Fam108B counter: Fam108B inhibition, counter-screen for RBBP9 inhibitors | AID 1947 | 0.33% of 300,000 active | recombinant Fam108B, FP-Rh probe fluorescence polarization | inhibition, % at 9.51 µM;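 active means inhibition above the screen mean inhibition plus 3 SD, computed separately per campaign, cut at about 18% in these data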;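 further: inhibitors lower polarization as less probe binds the enzyme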
BCLXL inh: inhibitors of human Bcl-xL. Q07817. GST-Bcl-xL / FITC-Bim BH3 peptide fluorescence polarization. inhibition, % at 10.9 µM. 0.7% of 320,000 active;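 active means inhibition above the mean of all tested compounds plus 3 SD, cutoff set per campaign, cut at about 30% in these data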;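 further: 0% = DMSO wells and 100% = unlabeled Bim-BH3 peptide competitor; inhibitors lower millipolarization by displacing the labeled peptide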
GLD-1 RNA inh: GLD-1-TGE RNA interaction inhibition (C. elegans); Q17339; purified GLD-1 + fluorescein TGE RNA, fluorescence polarization; inhibition, % at 5.96 µM; 0.44% of 320,000 active;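 active means percent inhibition above a per-plate cutoff, the plate mean of test compounds plus 3 SD, cut at about 30% in these data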;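 further: 0% = DMSO wells with GLD-1 and probe and 100% = wells lacking GLD-1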
TPT1 inhibitor: inhibitors of Candida albicans tRNA 2'-phosphotransferase TPT1; 0.81% of 300,000 active; recombinant caTPT1, FP RNA substrate dephosphorylation; inhibition, % at 5 µM;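 active means inhibition above the mean of all tested compounds plus 3 SD, set per screening campaign, cut at about 24% in these data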;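 further: plate controls were DMSO alone for no effect and ferristatin control at 100 nM for full effect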
PME-1 primary: blocks human protein phosphatase methylesterase 1 | 0.53% of 320,000 active | Q9Y570 | AID 2130 | inhibition, % at 5.9 µM | recombinant PME-1, FP-Rh probe fluorescence polarization;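 active means inhibition above the campaign mean of all compounds plus 3 SD, cut at about 26% in these data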;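 further: competitive labeling of PME-1 active site by serine hydrolase directed probe; 0% = PME-1 with DMSO and 100% = wells lacking PME-1 enzyme; inhibitors block probe labeling so polarization falls and inhibition rises; many of its hits are not listed in these tables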
* hit, by the source's call; · = no result given. Not all compounds are listed; count on the stated rates, not on these rows.

Structure,TPT1 inhibitor,BCLXL inh,PME-1 primary,MEX-5 binding,PAD4 FP inh,Fam108B counter,MCL1-BIM inh,GSTO1 counter,GLD-1 RNA inh
N#Cc1c(-c2ccccc2)cc2nc3ccccc3n2c1N,2,5,18,-3.0,0,5,-1,1,6
COc1ccc(-c2[nH]nc(-c3ccccc3)c2-c2nc3ccccc3[nH]2)cc1,0,6,2,-0.2,-2,0,9,-8,4
Cc1ccc(C)c(OCCN2C(=O)NC3(CCc4ccccc4C3)C2=O)c1 (stereo not drawn),-2,2,-10,-0.1,0,-1,-3,3,3
C=C1C(=O)O[C@@H]2C[C@@H](C)[C@@H]3C=CC(=O)[C@@]3(C)[C@@H](OC(C)=O)[C@H]12,-2,-3,6,2.4,1,3,-7,0,-5
CCc1nnc(NC(=O)Cc2ccc(Br)cc2)s1,-3,4,0,0.4,-6,0,0,3,6
Cc1oc(-c2ccccc2Cl)nc1CS(=O)CC(=O)NCc1ccc(Cl)cc1 (stereo not drawn),3,3,2,2.6,2,-2,2,-4,7
Cc1ccc(C(=O)NCC(=O)NCC(=O)OCC(=O)c2ccc(F)cc2)cc1,1,2,-6,0.2,0,-4,8,-1,2
COc1ccccc1NC(=O)Nc1ccc2c(c1)nc(C)n2C,3,-1,3,·,-3,-3,-3,6,-2
COc1ccc(/C=C/C(=O)Oc2ccc(C)c(C)c2)cc1OC,-3,3,8,-0.9,-1,1,9,-1,3
Cc1c(C(=O)C(=O)N2c3ccc(F)cc3CCC2C)c2ccccc2n1C (stereo not drawn),1,3,6,0.2,-3,2,-1,7,9
N#CCCCn1c(=O)oc2ccccc21,0,5,-5,2.5,2,-2,-1,-2,6
COc1ccc(C(=O)NC(CCSC)C(=O)NC2CC2)cc1 (stereo not drawn),·,1,0,·,1,·,-2,·,-3
O=S(=O)(Nc1ccc(-n2cccc2)cc1)c1ccccc1,0,3,7,1.1,1,4,9,4,-5
CN(C)C(CNC(=O)c1ccc(NC(=O)CC#N)cc1)c1ccccc1 (stereo not drawn),4,-1,-6,-7.1,-5,-4,-1,-4,-15
O=C(Cn1nnc2ccccc2c1=O)Nc1ccc2c(c1)CCC2,-1,-2,-6,-4.5,-3,-1,-4,7,0
COc1ccc(C(=O)Nc2nccs2)cc1[N+](=O)[O-],0,-2,0,-1.5,-6,-6,4,5,0

An excerpt of these results, as labelled records:
N#CCCCn1c(=O)oc2ccccc21
  TPT1 inhibitor: 0
  BCLXL inh: 5
  PME-1 primary: -5
  MEX-5 binding: 2.5
  PAD4 FP inh: 2
  Fam108B counter: -2
  MCL1-BIM inh: -1
  GSTO1 counter: -2
  GLD-1 RNA inh: 6

COc1ccc(C(=O)NC(CCSC)C(=O)NC2CC2)cc1 (stereo not drawn)
  TPT1 inhibitor: ·
  BCLXL inh: 1
  PME-1 primary: 0
  MEX-5 binding: ·
  PAD4 FP inh: 1
  Fam108B counter: ·
  MCL1-BIM inh: -2
  GSTO1 counter: ·
  GLD-1 RNA inh: -3

The list goes on.
Structure,TPT1 inhibitor,BCLXL inh,PME-1 primary,MEX-5 binding,PAD4 FP inh,Fam108B counter,MCL1-BIM inh,GSTO1 counter,GLD-1 RNA inh
COc1cc(/C=C/C(=O)OCC(=O)Nc2ccc(S(=O)(=O)N3CCCC3)cc2)ccc1O,-1,2,6,1.9,4,1,4,2,-1
COc1cc(N2CCCC2)ccc1[N+](=O)[O-],-6,-6,-9,-1.1,1,1,-1,-3,-6
Cc1ccccc1Cn1c(=N)n(CC(=O)c2ccc([N+](=O)[O-])cc2)c2ccccc21,-2,2,-4,·,1,-6,4,0,-1
CCN(CC)CC(=O)NC12CC3CC(CC(C3)C1)C2,0,1,1,0.9,-6,-1,-4,-3,-2
O=C1CC(c2ccco2)CC(O)=C1C=NCC1NCCc2ccccc21 (stereo not drawn),-6,20,-4,-0.4,7,3,23,2,18
Cn1cccc1/C=C1\SC(=S)N(NC(=O)c2ccc(F)cc2)C1=O,97*,-65,-6,·,8,0,-78,-6,-143
CCc1ccc(NC(=O)C(=O)NNC(=O)c2cccs2)cc1,-3,5,-6,-0.2,-2,2,6,-4,8
Cc1c(C(=O)N2CCN(C)CC2)oc2c1C(=O)CC(C)(C)C2,-2,3,-2,-1.0,-3,1,3,1,4
Cc1cc(C)c2oc(-c3ccc(C)c(NC(=S)NC(=O)/C=C/c4ccco4)c3)nc2c1,-3,3,-2,1.9,-4,-5,10,-2,2
Cc1cccc(NC(=O)c2cc(S(=O)(=O)N3CCOCC3)cn2C)c1C,-3,13,-8,-0.5,-2,-2,1,6,0
CN(C)c1nc(C#N)nc(N(C)C)n1,1,4,0,2.9,6,1,6,-3,1
CCCc1nc2c(sc3nc4c(cc32)COC(C)(C)C4)c(=O)n1CCN(CC)CC,-4,6,5,1.0,0,2,6,6,-3
CCN(C(=O)COC(=O)C1CCN(S(=O)(=O)c2ccc(C)c(C)c2)CC1)C1CCCCC1,·,-4,20,·,-5,·,-4,·,-2

Sorted by SMILES length (largest number first): eleven of the compounds above
Structure,TPT1 inhibitor,BCLXL inh,PME-1 primary,MEX-5 binding,PAD4 FP inh,Fam108B counter,MCL1-BIM inh,GSTO1 counter,GLD-1 RNA inh
C=C1C(=O)O[C@@H]2C[C@@H](C)[C@@H]3C=CC(=O)[C@@]3(C)[C@@H](OC(C)=O)[C@H]12,-2,-3,6,2.4,1,3,-7,0,-5
COc1ccc(-c2[nH]nc(-c3ccccc3)c2-c2nc3ccccc3[nH]2)cc1,0,6,2,-0.2,-2,0,9,-8,4
Cc1ccc(C(=O)NCC(=O)NCC(=O)OCC(=O)c2ccc(F)cc2)cc1,1,2,-6,0.2,0,-4,8,-1,2
Cc1oc(-c2ccccc2Cl)nc1CS(=O)CC(=O)NCc1ccc(Cl)cc1 (stereo not drawn),3,3,2,2.6,2,-2,2,-4,7
Cc1cccc(NC(=O)c2cc(S(=O)(=O)N3CCOCC3)cn2C)c1C,-3,13,-8,-0.5,-2,-2,1,6,0
Cn1cccc1/C=C1\SC(=S)N(NC(=O)c2ccc(F)cc2)C1=O,97*,-65,-6,·,8,0,-78,-6,-143
O=C(Cn1nnc2ccccc2c1=O)Nc1ccc2c(c1)CCC2,-1,-2,-6,-4.5,-3,-1,-4,7,0
COc1ccc(C(=O)Nc2nccs2)cc1[N+](=O)[O-],0,-2,0,-1.5,-6,-6,4,5,0
COc1ccccc1NC(=O)Nc1ccc2c(c1)nc(C)n2C,3,-1,3,·,-3,-3,-3,6,-2
CCN(CC)CC(=O)NC12CC3CC(CC(C3)C1)C2,0,1,1,0.9,-6,-1,-4,-3,-2
CCc1nnc(NC(=O)Cc2ccc(Br)cc2)s1,-3,4,0,0.4,-6,0,0,3,6
